# Bioassay records as filed in PubChem BioAssay.
# TMEM16A act – TMEM16A chloride channel activators or potentiators, primary screen, cell-based, HTS. AID 623877, 2012. 0.3% of 340,000 active. B-score at 10 µM. HEK293 TMEM16A/YFP-H148Q/I152L, iodide quench fluorescence; active compounds read low;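 active means fluorescence-ratio B-score plate-corrected deviation score at least 3 library SD below zero, with starting fluorescence score within 5 deviations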;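 further: channel opened by trigger with iodide after compound preincubation; score built on the fluorescence ratio of max minus min over baseline; more negative score means more quench and so TMEM16A activation or potentiation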
# HDAC3 inhib – HDAC3 deacetylase inhibitors, primary screen, biochemical, fluorescence, cell-free homogeneous. Histone deacetylase 3 (Homo sapiens), O15379. recombinant HDAC3, fluorogenic peptide/trypsin coupled. inhibition, % at 8.3 µM. 0.15% of 320,000 active. AID 2718, 2010; in the data active means inhibition above about 26%, passing the limit was not always enough; inconclusive means no clear call, values can overlap the other calls
# Target sequence (O15379 whole entry, looked up): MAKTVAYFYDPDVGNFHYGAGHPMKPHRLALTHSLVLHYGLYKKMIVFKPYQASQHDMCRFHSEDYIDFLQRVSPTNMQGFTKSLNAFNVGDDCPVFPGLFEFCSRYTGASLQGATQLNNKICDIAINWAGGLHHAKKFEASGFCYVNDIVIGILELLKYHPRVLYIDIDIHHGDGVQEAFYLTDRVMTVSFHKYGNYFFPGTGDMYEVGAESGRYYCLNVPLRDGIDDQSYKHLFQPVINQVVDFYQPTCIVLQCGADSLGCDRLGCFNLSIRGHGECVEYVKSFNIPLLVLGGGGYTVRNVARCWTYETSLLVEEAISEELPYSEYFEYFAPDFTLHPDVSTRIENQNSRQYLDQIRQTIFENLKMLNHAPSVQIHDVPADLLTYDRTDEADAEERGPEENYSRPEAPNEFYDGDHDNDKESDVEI
# Active calls of the source: *; i = inactive; ? = inconclusive.
TMEM16A act,HDAC3 inhib,compound
i,-1,O=C(c1ccncc1)N1CCN(S(=O)(=O)c2ccc(OC(F)(F)F)cc2)CC1
i,-5,Cc1nc(NC(=O)COC(=O)CNC(=O)c2ccco2)c(Cl)cc1Cl
i,6,COc1ccc(S(=O)(=O)N2CCCCC2)cc1NC(=O)CNc1ccccc1C(C)=O
i,4,COC(=O)[C@]1(C)N[C@H](CN(C)C(=O)Nc2ccc(OC)cc2)[C@@H]2C(=O)N(Cc3ccccc3)C(=O)[C@@H]21
i,2,O=C(Nc1cc(S(=O)(=O)N2CCOCC2)ccc1Cl)c1ccncc1
i,14,CN(c1ccccc1)S(=O)(=O)c1cccc(NC(=O)Cc2ccc(Cl)cc2)c1
i,-2,CNC[C@H]1Oc2c(NS(=O)(=O)c3ccc(OC)cc3)cccc2C(=O)N([C@H](C)CO)C[C@H]1C
i,-2,COc1ccc(NC(=O)CNc2cc(S(=O)(=O)N3CCOCC3)ccc2N2CCOCC2)c(OC)c1
i,?,COc1ccccc1CNC(=O)COC(=O)c1ccco1
i,2,Cc1ccc(OCC(=O)N(Cc2nnc(-c3ccccc3Cl)o2)C2CC2)cc1C
i,-2,Cc1csc(=O)n1CC(=O)OCC(=O)Nc1ccc(C(N)=O)cc1
i,5,O=S(=O)(c1ccc(SCCOc2ccc(Cl)cc2)nc1)N1CCCC1
i,4,O=C(COC(=O)CC1CC2CCC1C2)Nc1ccccc1[N+](=O)[O-] (stereo unspecified)
i,-6,O=C(Cn1cnc2ccccc21)Nc1cccc(S(=O)(=O)N2CCCC2)c1
i,10,NC(=O)c1ccc(NC(=O)COC(=O)C2CC3C=CC2C3)cc1 (stereo unspecified)
i,2,COc1ccc(-c2oc3ccccc3c2C#Cc2cncn2C)cc1
i,1,CCCc1cc(=O)[nH]c(SC(C)C(=O)N2c3ccccc3CC2C)n1 (stereo unspecified)
i,1,COc1ccc(/C=C/C(=O)OCC(=O)NC2CCCC2)c(OC)c1
i,4,Cc1occc1C(=O)N1CCN(S(=O)(=O)c2ccc(F)cc2)CC1
i,6,Cc1cccc(C(=O)N[C@H](C(=O)Nc2ccc3c(c2)OCO3)C(C)C)c1
i,1,C/C(=N\NC(=O)c1cc(C)nc2ccccc12)c1ccccn1
i,-6,CCCCn1c(N)c(N(C)C(=O)c2c(C)nn(-c3ccccc3)c2C)c(=O)[nH]c1=O
i,-3,Cc1cccc(NS(=O)(=O)c2cccc(C(=O)N3CCC3)c2)c1
i,-6,COc1cccc2sc(N)nc12
i,1,CC(C)(C)OC(=O)C[C@H]1C/C=C\C[C@H](CC(=O)NCCO)C(=O)N2CCC[C@@H]2COC1=O
i,-4,O=C(COc1ccc2cc(Br)ccc2c1)N1CCOCC1
i,0,CC(C)C(NC(=O)c1ccc(F)cc1)C(=O)N1CCN(C(=O)c2ccco2)CC1 (stereo unspecified)
i,18,COc1ccc(NC(=O)N(C)C[C@H]2Oc3ccc(NC(=O)Nc4ccc(C(F)(F)F)cc4)cc3C(=O)N([C@H](C)CO)C[C@@H]2C)cc1
i,7,NC(=O)c1ccc(NC(=O)c2ccc(COc3ccc(F)cc3)o2)cc1
i,1,O=C(OCC(=O)N1CCN(c2ccc(F)cc2)CC1)c1cnc2ccccc2n1
i,1,COc1ccc(CC(=O)NNC(=O)COc2ccc(F)cc2)cc1S(=O)(=O)N1CCOCC1
i,9,O=C(COC(=O)c1ccc(Cl)c(S(=O)(=O)N2CCCCC2)c1)NCC1CCCCC1
i,8,CNC(=O)c1[nH]cnc1C(=O)Nc1ccccc1
i,2,CCCCN(C(=O)Nc1ccccc1)C1CCS(=O)(=O)C1 (stereo unspecified)
i,12,O=C(NCc1cccnc1)/C(=C/c1ccc([N+](=O)[O-])cc1)NC(=O)c1ccccc1
i,0,Cc1ccnc2nc(C(=O)OCC(=O)NC3CCCC(C)C3C)nn12 (stereo unspecified)
i,-9,CCCCn1c(N)c(N(CCOC)C(=O)c2c(CC)noc2C)c(=O)[nH]c1=O
i,-6,CN(Cc1ccccc1)C(=O)c1nc[nH]c1C(=O)N1CCc2ccccc2C1
i,4,CCOc1ccc(/C=N/NC(=O)c2ccccc2Cl)cc1CN1CC2CC(C1)c1cccc(=O)n1C2 (stereo unspecified)
i,-7,NC(=O)c1ccc(OCC(=O)N2CCNC2=O)cc1
i,-6,Cc1ccc(NC(=O)CSc2nncs2)cc1Cl
i,-2,CCCc1cc(=O)[nH]c(SCC(=O)Nc2cccc(S(=O)(=O)N3CCOCC3)c2)n1
i,-3,O=C(NCCCN1CCCC1=O)C1CCN(S(=O)(=O)c2ccc(Cl)cc2)CC1
i,-2,CSCCC(NC(=O)c1ccco1)C(=O)NC1CCC(C)CC1 (stereo unspecified)
i,-14,CN(C)P(=O)(Nc1cccc2ccccc12)Nc1cccc2ccccc12
i,-5,O=C(CCSc1ccc(F)cc1)NNC(=O)c1ccccc1Cl
i,1,O=C(COC(=O)C1CCN(S(=O)(=O)c2ccccc2)CC1)NCCc1ccccc1
i,1,Cc1cccc(NC(=O)CNC(=O)COC(=O)C2CC2C)c1C (stereo unspecified)
i,5,CC(=O)c1ccc(NC(=O)COC(=O)Cn2cnc3ccccc32)cc1
i,-9,COc1ccc(-c2cc(-c3nc4ccccn4c3NCc3ccccc3)ccc2OC)cc1
i,-2,COc1ccc(C(CNC(=O)C(C)(C)Oc2ccc(Cl)cc2)N2CCCC2)cc1 (stereo unspecified)
i,-5,Cn1c(N)c(C(=O)COC(=O)c2ccc(F)cc2Cl)c(=O)n(C)c1=O
i,-1,Cc1cccc(C)c1NC(=O)CN1C(=O)C2CC=CCC2C1=O (stereo unspecified)
i,1,CC(=O)c1ccccc1NC(=O)CSc1n[nH]c(=O)n1C1CC1
i,-39,CN(C)C(CNC(=O)c1cc(-c2ccco2)nc2ccccc12)c1ccccc1 (stereo unspecified)
i,2,Cn1c(N)c(C(=O)CSc2nnc(C3CC3)n2N)c(=O)n(C)c1=O
i,-1,COc1ccc(OC)c(S(=O)(=O)Nc2c(C)nn(C)c2C)c1
i,-5,NC(=O)C1CCCN(C(=O)CCC(=O)c2cccs2)C1 (stereo unspecified)
i,2,CSc1ccc(Cl)c(C(=O)OCC(=O)N2CCNC2=O)c1
i,-1,Cn1c(N)c(C(=O)COC(=O)Cc2ccc(Br)cc2)c(=O)n(C)c1=O

# Continuation.
TMEM16A act,HDAC3 inhib,compound
i,-3,CCN(CC(=O)Nc1c(F)cccc1F)C(=O)c1nc2nccc(C)n2n1
i,4,CN(Cc1cccs1)C(=O)CCNS(=O)(=O)c1ccc(Br)cc1
i,-3,Cc1ccc(NC(=O)CCNC(=O)Nc2ccccc2)cc1S(=O)(=O)N(C)C
i,6,Fc1ccc2cnc(-c3ccccc3F)cc2c1
i,-1,COc1ccc([C@H]2CC(=O)C=C(c3ccc(C(F)(F)F)c(C(F)(F)F)c3)C2)cc1OC
i,5,CCN1CCN(C(=S)NC(=O)c2cccc(Br)c2)CC1
i,0,CC(C)[C@H](NC(=O)c1ccccc1F)C(=O)OCCN1C(=O)c2ccccc2C1=O
i,-3,CCOc1ccc(NC(=O)CSc2nnnn2C2CC2)cc1S(=O)(=O)N1CCCC1
i,-6,COc1cccc(-c2c(-c3cc(OC)cc(OC)c3)n(C)c3ccc(-c4cnc(N5CCOCC5)nc4)cc23)c1
i,5,COc1ccc(S(=O)(=O)Nc2cc(S(=O)(=O)N3CCOCC3)ccc2OC)cc1
i,8,CCc1ccccc1OCC(=O)Nc1cccc(S(=O)(=O)NCc2ccco2)c1
i,9,C[C@@]12C(=O)N(Cc3ccc(F)cc3)CC(=O)N1[C@H]1c3cc(Cl)ccc3OC[C@@H]1[C@@H]2c1ccccc1
i,-7,O=C(CSc1ccc([N+](=O)[O-])cc1)Nc1nnc(C2CC2)s1
i,-9,O=C(CN1CCN(C(=O)c2ccc(OCc3cn4ccccc4n3)cc2)CC1)Nc1cccc(F)c1
i,13,CN(Cc1ccco1)c1ncnc2ccc(-c3ccccc3Cl)cc12
i,1,Cc1ccc2c(c1)C(=O)C(=O)N2Cc1ccc(F)cc1
i,-2,Cc1c(Cl)cnc(NC(=O)COC(=O)c2cccs2)c1Cl
i,8,C=CC[C@@H](CC(=O)N[C@H](CO)Cc1ccccc1)C(=O)N[C@@H](C)COC(=O)[C@@H](CC=C)CC(=O)OC(C)(C)C
i,6,CCOC(=O)C1=C(COC(=O)C2CC(=O)N(c3ccc(CC)cc3)C2)NC(=O)NC1C (stereo unspecified)
i,1,CCN(CC)S(=O)(=O)c1ccc(N2CCOCC2)c(NC(=O)COc2ccccc2C)c1
i,2,O=S(=O)(c1ccc(=S)[nH]c1)N1CCCC1
i,-2,COc1ccc2nc(NC(=O)c3c(C)noc3C)sc2c1
i,-5,CCCN(CC(=O)Nc1ccccc1C)C(=O)c1ccc(N2CCCC2=O)cc1
i,-8,CC1CCCCC12NC(=O)N(CC(=O)N1CCN(c3ccccc3)CC1)C2=O (stereo unspecified)
i,5,NC(=O)c1ccc(NC(=O)CN2C(=O)NC3(CCCCCCC3)C2=O)cc1
i,-2,CC1CCN(c2ccc3c(c2)S(=O)(=O)c2cccc(C(=O)NCc4ccc(F)cc4)c2C3=O)CC1
i,-1,O=C(CNC(=O)C1CCCC1)Nc1ccccc1Br
i,-1,CC(=O)N1CCN(CCS(=O)(=O)c2ccc(Br)cc2)CC1
i,-2,O=C(COC(=O)c1c(Cl)cccc1Cl)NC1CCCCCCC1
i,-5,O=C(NS(=O)(=O)N1CCOCC1)C1=C(N2CCCC2)COC1=O

# At a glance, part of the list above.
TMEM16A act,HDAC3 inhib,compound
i,-1,O=C(c1ccncc1)N1CCN(S(=O)(=O)c2ccc(OC(F)(F)F)cc2)CC1
i,-5,Cc1nc(NC(=O)COC(=O)CNC(=O)c2ccco2)c(Cl)cc1Cl
i,6,COc1ccc(S(=O)(=O)N2CCCCC2)cc1NC(=O)CNc1ccccc1C(C)=O
i,4,COC(=O)[C@]1(C)N[C@H](CN(C)C(=O)Nc2ccc(OC)cc2)[C@@H]2C(=O)N(Cc3ccccc3)C(=O)[C@@H]21
i,2,O=C(Nc1cc(S(=O)(=O)N2CCOCC2)ccc1Cl)c1ccncc1
i,14,CN(c1ccccc1)S(=O)(=O)c1cccc(NC(=O)Cc2ccc(Cl)cc2)c1
i,-2,CNC[C@H]1Oc2c(NS(=O)(=O)c3ccc(OC)cc3)cccc2C(=O)N([C@H](C)CO)C[C@H]1C
i,-2,COc1ccc(NC(=O)CNc2cc(S(=O)(=O)N3CCOCC3)ccc2N2CCOCC2)c(OC)c1
i,?,COc1ccccc1CNC(=O)COC(=O)c1ccco1
i,2,Cc1ccc(OCC(=O)N(Cc2nnc(-c3ccccc3Cl)o2)C2CC2)cc1C
i,-2,Cc1csc(=O)n1CC(=O)OCC(=O)Nc1ccc(C(N)=O)cc1
i,5,O=S(=O)(c1ccc(SCCOc2ccc(Cl)cc2)nc1)N1CCCC1
i,4,O=C(COC(=O)CC1CC2CCC1C2)Nc1ccccc1[N+](=O)[O-] (stereo unspecified)
i,-6,O=C(Cn1cnc2ccccc21)Nc1cccc(S(=O)(=O)N2CCCC2)c1

# Remaining list, next part.
TMEM16A act,HDAC3 inhib,compound
i,-5,COc1cccc(/C=C/C(=O)OCC(=O)c2ccc3c(c2)NC(=O)CO3)c1
i,21,COc1cccc(-c2sc3ccc(OC)cc3c2-c2ccc(OCCN(C)C)cc2)c1
i,2,CN(CC(=O)Nc1ccc2c(c1)OCCO2)CC(=O)Nc1ccc(F)c(F)c1F
i,?,CCN1C(=O)[C@H]2[C@@H](c3ccc(-c4cccc(Cl)c4)cc3)N[C@@](CC(C)C)(C(=O)OC)[C@H]2C1=O
i,-1,COc1ccc(CNC(=O)CN2C(=O)NC3(CCCCCC3)C2=O)cc1
i,7,O=C(CCN1C(=O)CSc2ccccc21)Nc1ccc(OC(F)(F)F)cc1
i,14,CCc1cc(Cn2nc(-c3ccccc3)cc2C(=O)NCc2cccc(Br)c2)on1
i,-1,COc1ccc(C(=O)NCC(c2ccco2)N2CCCC2)cc1S(=O)(=O)N1CCCCC1C (stereo unspecified)
i,90*,C[C@H](CO)N1C[C@H](C)[C@@H](CN(C)Cc2ccncc2)Oc2ccc(NC(=O)CCCCCC(=O)Nc3ccccc3N)cc2C1=O
i,-5,O=C(CNC(=O)c1ccc(Br)o1)NNC(=O)COc1ccccc1Cl
i,4,O=C(Cc1ccc2c(c1)OCO2)NN=Cc1ccc([N+](=O)[O-])o1
i,-1,CC(=O)c1sc(NC(=O)CCN2C(=O)C3CC=CCC3C2=O)nc1-c1ccccc1 (stereo unspecified)
i,6,CCN(C(=O)CN1CCN(C)CC1)c1c(N)n(Cc2ccccc2)c(=O)[nH]c1=O
i,1,Cc1cc(C)c(NC(=O)CSCc2c(C)noc2C)c(C)c1
i,5,COc1ccc(CN2CCN(C(=O)c3cc(C4CC4)nn3-c3ccccc3)CC2)cc1F
i,-5,COc1ccccc1CNC(=O)CCN=C1NS(=O)(=O)c2ccccc21
i,-9,COc1cccc(C2=CC(=O)CC(C)(C)C2)c1OC
i,-6,COc1ccccc1CNC(=O)CN(C)CC(=O)Nc1ccccc1Br
i,-6,CN(C(=O)c1ccc(NC(=O)Cc2cccc([N+](=O)[O-])c2)cc1)C1CC1
i,4,COc1ccc(NC(=O)[C@@H]2CCCN2S(=O)(=O)c2ccccc2F)cc1S(=O)(=O)N1CCCCC1
i,5,CCN(CC)CCn1c(NS(=O)(=O)c2ccc(C)cc2)nc2ccccc21
i,-10,O=C(COC(=O)c1ccc(OC(F)F)cc1)Nc1cccc(S(=O)(=O)NC2=NCCC2)c1
i,3,COc1ccccc1CC(=O)Nc1ccc(S(=O)(=O)N(C)C2CCN(C)CC2)cc1
i,-2,O=S(=O)(c1ccc(F)cc1)N1CCN(Cc2cc3c(cc2Br)OCCO3)CC1
i,-2,Cc1cnc(C(=O)OCc2nc3ccsc3c(=O)[nH]2)cn1
i,4,COC(=O)C1CCN(CC(=O)Nc2ccc3c(c2)OCCO3)CC1

# These rows are one share of the data; the hit share may differ from the screen's.
